EPAC1 agonist: activates human EPAC1 exchange factor | O95398 | 360,000 compounds, 0.073% hits | EPAC1 agonist qHTS, biochemical assay; response scale: 100% = response to 6.5 mM cAMP | Potency, µM (top dose mostly 154 µM), inactives show top-dose activation, most hits filed as activators; note: nearly all actives have a fitted effect of over 60% in size
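Read-out is the fluorescence drop as BODIPY-GDP leaves Rap1B (480 nm excitation, 540 nm emission), recorded every 5 minutes over 30 minutes. Reactions held 100 nM EPAC1, 250 nM Rap1B–BODIPY-GDP and 50 uM GDP, with 6.5 mM cAMP setting full activation.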
EPAC1 antag: blocks human EPAC1 exchange factor. 360,000 compounds, 0.14% hits. Potency, µM (top dose mostly 115 µM), without a hit: at the highest dose activity change, negative = inhibition, actives largely listed as inhibitors. EPAC1 GEF assay, Rap1b-BODIPY-GDP exchange fluorescence. AID 720709. O95398;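 note: plate controls were vehicle for no effect and positive control for full effect; nearly all actives have a fitted effect of over 50% in size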
aSyn yeast inh: inhibitors of alpha-synuclein toxicity in yeast; 370,000 compounds, 0.14% hits; Potency, µM (titrated, usually from 46.1 µM), without a hit: at the highest dose growth rescue (activation), usual class: activators; Yeast expressing alpha-synuclein, growth rescue, BacTiter-Glo, 24 h; AID 652106; note: % of control where 0% means no effect; nearly all actives have a fitted effect of over 65% in size
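Screening used galactose-induced yeast with toxic alpha-synuclein levels, exposed to compound for 24 hr at 30 deg C. Cell growth, read with BacTiter-Glo luminescence, gave the measured signal.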
EPAC2 antagonist: blocks human EPAC2 exchange factor | Q8WZA2 | EPAC2 GEF exchange of Rap1B-BODIPY-GDP, fluorescence | Potency, µM (highest dose often 114 µM), for inactives: at the top dose activity, negative = inhibition, usual class: inhibitors | 360,000 compounds, 0.18% hits | AID 720708; note: % is set by controls: 0 for no effect and ±100 for the full control effect; nearly all actives have a fitted effect of over 45% in size; many of its hits are not listed in these tables
Target sequence (Q8WZA2 whole entry, looked up): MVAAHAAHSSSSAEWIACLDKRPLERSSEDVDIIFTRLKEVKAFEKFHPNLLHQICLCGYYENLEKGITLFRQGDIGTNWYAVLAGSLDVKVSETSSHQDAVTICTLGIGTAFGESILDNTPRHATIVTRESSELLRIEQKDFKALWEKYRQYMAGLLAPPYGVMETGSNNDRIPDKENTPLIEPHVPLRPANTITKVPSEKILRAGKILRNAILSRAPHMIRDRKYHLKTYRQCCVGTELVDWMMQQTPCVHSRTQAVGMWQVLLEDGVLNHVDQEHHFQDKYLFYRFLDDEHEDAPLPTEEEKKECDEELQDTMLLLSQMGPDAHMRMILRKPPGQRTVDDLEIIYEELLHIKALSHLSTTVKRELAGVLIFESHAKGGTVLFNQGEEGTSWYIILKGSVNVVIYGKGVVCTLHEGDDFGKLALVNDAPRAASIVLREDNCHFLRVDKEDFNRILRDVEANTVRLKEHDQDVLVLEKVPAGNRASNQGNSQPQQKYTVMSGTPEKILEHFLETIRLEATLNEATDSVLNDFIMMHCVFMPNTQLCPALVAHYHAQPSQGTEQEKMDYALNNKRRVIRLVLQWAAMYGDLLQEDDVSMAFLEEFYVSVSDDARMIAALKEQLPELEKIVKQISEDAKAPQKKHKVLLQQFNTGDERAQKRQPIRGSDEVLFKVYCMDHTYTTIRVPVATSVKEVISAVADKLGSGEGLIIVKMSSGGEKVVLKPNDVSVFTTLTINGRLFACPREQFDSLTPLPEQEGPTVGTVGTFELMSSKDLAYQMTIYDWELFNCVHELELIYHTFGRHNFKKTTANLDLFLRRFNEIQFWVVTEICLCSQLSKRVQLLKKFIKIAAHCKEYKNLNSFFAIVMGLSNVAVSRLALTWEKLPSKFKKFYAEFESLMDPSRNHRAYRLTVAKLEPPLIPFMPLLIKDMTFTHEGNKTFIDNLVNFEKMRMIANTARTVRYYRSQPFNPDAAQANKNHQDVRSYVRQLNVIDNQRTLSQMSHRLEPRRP
FUS yeast rescue: rescues growth of FUS-expressing yeast; 390,000 compounds, 0.24% hits; AID 1347120; S. cerevisiae FUS-expressing, growth rescue, OD600, 24 h; Potency, µM (top dose mostly 76.6 µM), without a hit: top-dose growth rescue (activation), usual class: activators;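 note: plate controls were DMSO vehicle for no effect and reference control for full effect; nearly all actives have a fitted effect of over 55% in size; some results filed as inactive show a strong effect at the top dose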
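Read-out: OD at 600 nm after 24hr at 30C, reporting rescue of FUS-induced yeast toxicity. Cells at OD 0.005 in galactose (2%) minimal medium; compounds tested in a dilution series; CP55940 titration from 92uM final as control.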
EPAC2 ag: agonists of human EPAC2 (RAPGEF4) | EPAC2 activation, biochemical qHTS; response scale: 100% = 6.5 mM cAMP response | Potency, µM (highest dose often 154 µM), for inactives: top-dose activation, most hits filed as activators | 360,000 compounds, 0.079% hits; note: nearly all actives have a fitted effect of over 50% in size
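Fluorescence exchange assay: 100 nM EPAC2 with 250 nM RAP1B-BODIPY-GDP and 50 uM GDP; compounds tested as a concentration-titration series (qHTS). Loss of Rap1-bound BODIPY-GDP fluorescence read at 480/540 nm; data normalized to 6.5 mM cAMP.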
TDP-43 yeast inh: TDP-43 toxicity inhibition in yeast; TDP-43 expressing yeast growth rescue, BacTiter-Glo, 24 h; Potency, µM (titrated, usually from 46.1 µM), for the others: at the top dose growth rescue (activation), actives largely listed as activators; 410,000 compounds, 1.8% hits; note: % of control where 0% means no effect; nearly all actives have a fitted effect of over 50% in size
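Cell-based yeast growth screen: TDP-43 expression induced in galactose, inoculum OD600=0.02 after raffinose pregrowth to mid-log. Read-out BacTiter-Glo luminescence at 24 hr, 30 deg C; inhibition of toxicity seen as signal increase.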
PTHR1 ag: PTHR1 (human) receptor agonism | Q03431 | HEK293 GP2 PTHR1 cells, GloSensor cAMP luminescence, 1 h | Potency, µM (series often up to 115 µM), without a hit: at the highest dose activation, hits mostly activators | 410,000 compounds, 0.075% hits; note: nearly all actives have a fitted effect of over 55% in size; some results filed as inactive show a strong effect at the top dose; inactives centre near -15; many of its hits are not listed in these tables
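HEK-293-derived GP2 cells expressing PTHR1 and a GloSensor cAMP reporter, 3,000/well, plated overnight, given luciferin plus IBMX (each 0.5 mM as added) for 1 h at 37 °C, then compound for 1 h at 37 °C. Luminescence was read after 15 min at room temperature.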
* hit, by the source's call; i = inactive; ? = inconclusive; / = no result given; & = joins results of further samples; [ ] = remark or other dose. Calls come from the whole dose curve; as a rule, active = well fitted curve in the direction sought with a large enough effect; inconclusive = small, poorly fitted or top-dose-only effect, or another doubt; inactive = no such curve, though single readings can be large; an effect the other way counts as inactive or inconclusive. Potency is the fitted concentration of half-maximal effect. This is a subset; the hit share may differ from the screen's.

1: Cc1c(-c2ccccc2)n[nH]c1C(=O)N=Nc1c(O)[nH]c2ccccc12
2: O=C(CN1C(=O)CCC1=O)NC(=O)NC1CCCC1
3: CCN(C[C@H]1N[C@@](CC)(C(=O)OC)[C@H]2C(=O)N(Cc3ccccc3)C(=O)[C@@H]12)C(=O)Nc1ccc(C)cc1
4: CCCc1ccc(S(=O)(=O)N/N=C\c2ccc3c(c2)OCO3)cc1
5: Cn1c(=O)[nH]c(=O)c2c1nc(N1CCNCC1)n2CCOc1ccccc1
6: CCOc1cc(Cl)c(S(=O)(=O)NCCCN2CCOCC2)cc1Cl
7: CC(=O)NNC(=O)CCn1nnc(-c2ccc(Cl)cc2)n1
8: CN1CCN(Cc2nc3c([nH]2)c(=O)[nH]c(=O)n3C)CC1

| assay / entry | 1 | 2 | 3 | 4 | 5 | 6 | 7 | 8 |
| --- | --- | --- | --- | --- | --- | --- | --- | --- |
| EPAC1 agonist | 2% | 0% | -8% | 7% | 0% | 2% | 2% | 8% |
| EPAC1 antag | 6% | 26% | 11% | -28% | -20% | -10% | -11% | -6% |
| aSyn yeast inh | -5% | 1% | 0% | 2% | -1% | -8% | 0% | -3% |
| EPAC2 antagonist | 15% | 2% | 8% | -17% | -23%[57.1 µM] | -7% | 1% | -5% |
| FUS yeast rescue | 22% | -15% | -6% | 4% | -7% | 17% | -13% | 18% |
| EPAC2 ag | 1% | 7% | -3% | 12% | -20% | 11% | 5% | 1% |
| TDP-43 yeast inh | -19% | -8% | 4% | 12% | 2% | -18% | -10% | -13% |
| PTHR1 ag | -20% | -3% | -5% | i | i | i | i | i |

9: O=C(Nc1nccs1)C1CCCCN1S(=O)(=O)c1ccccc1 (centres undefined)
10: CCOc1ccc(C(C(=O)NC2CCCCC2)N(C(=O)Cc2cccs2)c2ccc(-n3cnnn3)c(OC)c2)cc1 (centres undefined)
11: O=C(Nc1ccc(Cl)cc1F)C1CCN(S(=O)(=O)c2cccnc2)CC1
12: CCCCNC(=O)CN1C(=O)NC(Cc2ccccc2)(Cc2ccccc2)C1=O
13: O=C(NCc1ccc(C(=O)O)cc1)OCc1ccccc1
14: CCN(c1ccccc1)S(=O)(=O)c1ccc(C(=O)N(C)Cc2cccs2)cc1
15: Cc1nnc(SCC(=O)NC2CCCCC2)s1
16: CC(/C=C/c1ccc2c(c1)OCO2)=N\NC(=O)c1ccccc1

| assay / entry | 9 | 10 | 11 | 12 | 13 | 14 | 15 | 16 |
| --- | --- | --- | --- | --- | --- | --- | --- | --- |
| EPAC1 agonist | 4% | -33%[inhibitor] | 7% | 1% | 6% | 6% | 12% | -4% |
| EPAC1 antag | 0% | 0% | 2% | -6% | 14% | 2% | -24% | -14% |
| aSyn yeast inh | -2% | -19% | 5% | -9% | 7% | 10% | -1% | 1% |
| EPAC2 antagonist | -8% | 7% | -4% | -1% | 17% | -7% | -1% | 9% |
| FUS yeast rescue | -24% | 6% | ? | 15% | -2% | 31% | 28% | -9% |
| EPAC2 ag | -1% | -20% | 2% | -5% | 3% | 10% | 8% | -4% |
| TDP-43 yeast inh | 2% | -7% | 16% | -11% | 5% | 16% | -23% | 19% |
| PTHR1 ag | -1% | i | -25% | -19% | i | i | i | i |

17: COc1ccc2c(c1)S(=O)(=O)c1ccccc1N2
18: C[C@@H]1CN([C@@H](C)CO)S(=O)(=O)c2ccc(Br)cc2O[C@@H]1CN(C)C(=O)c1ccccn1
19: Cc1cccc2cc(C#N)c(NCCNC(=O)COc3ccccc3)nc12
20: C[C@H]1CN([C@@H](C)CO)S(=O)(=O)c2ccc(Br)cc2O[C@H]1CN(C)C(=O)Nc1ccccc1F
21: COc1ccc(CNC(=O)CN(c2ccc(C(C)C)cc2)S(=O)(=O)c2c(C)noc2C)cc1
22: Cc1ccc(S(=O)(=O)Nc2ccc(NC(=O)CN3CCCCC3)c(Cl)c2)cc1
23: Oc1c(N=NC(=S)Nc2ccccc2F)c2ccccc2n1Cc1ccccc1F
24: Cc1nn(CCO)c(N)c1C1(O)C(=O)Nc2c(Cl)cc(Cl)cc21 (centres undefined)

| assay / entry | 17 | 18 | 19 | 20 | 21 | 22 | 23 | 24 |
| --- | --- | --- | --- | --- | --- | --- | --- | --- |
| EPAC1 agonist | 8% | 1% | -2% | -15% | -10% | -9% | 1% | -1% |
| EPAC1 antag | -2% | 1% | -29% | -5% | -18% | 4% | 4% | -11% |
| aSyn yeast inh | 0% | -1% | -3% | -3% | 0% | / | 16% | 22% |
| EPAC2 antagonist | 0% | 8% | 8% | 9% | 0% | 0% | 0% | 18% |
| FUS yeast rescue | 1% | 9% | -42% | 8% | -34% | -1% | -29% | -6% |
| EPAC2 ag | 4% | -2% | 16% | 17% | -9% | -3% | 15% | 6% |
| TDP-43 yeast inh | 6% | ? | -4% | 10% | 12% | 4% | 1% | 4% |
| PTHR1 ag | i | -23% | -36%[inhibitor] | -6% | -12% | -25% | -23% | i |

Sorted by molecular weight (lowest first): some entries from above
17: COc1ccc2c(c1)S(=O)(=O)c1ccccc1N2
24: Cc1nn(CCO)c(N)c1C1(O)C(=O)Nc2c(Cl)cc(Cl)cc21 (centres undefined)
19: Cc1cccc2cc(C#N)c(NCCNC(=O)COc3ccccc3)nc12
22: Cc1ccc(S(=O)(=O)Nc2ccc(NC(=O)CN3CCCCC3)c(Cl)c2)cc1
18: C[C@@H]1CN([C@@H](C)CO)S(=O)(=O)c2ccc(Br)cc2O[C@@H]1CN(C)C(=O)c1ccccn1

| assay / entry | 17 | 24 | 19 | 22 | 18 |
| --- | --- | --- | --- | --- | --- |
| EPAC1 agonist | 8% | -1% | -2% | -9% | 1% |
| EPAC1 antag | -2% | -11% | -29% | 4% | 1% |
| aSyn yeast inh | 0% | 22% | -3% | / | -1% |
| EPAC2 antagonist | 0% | 18% | 8% | 0% | 8% |
| FUS yeast rescue | 1% | -6% | -42% | -1% | 9% |
| EPAC2 ag | 4% | 6% | 16% | -3% | -2% |
| TDP-43 yeast inh | 6% | 4% | -4% | 4% | ? |
| PTHR1 ag | i | i | -36%[inhibitor] | -25% | -23% |

The list goes on.
25: CN(Cc1ccc(OC(F)F)cc1)C(=O)c1ccc2c(=O)n3c(nc2c1)CCC3
26: COC(=O)c1c(C)nc(C)c(C(=O)OC)c1-c1ccsc1
27: CCOC(=O)C(C)Sc1ncc(-c2ccc(Cl)cc2)cn1 (centres undefined)
28: CCc1cc2cccc(C)c2nc1SCC(=O)NC1CCCC1
29: O=C(Nc1ccccc1)OCCCCOC(=O)Nc1ccccc1
30: CCC(=O)N[C@@H]1CC[C@@H](CCNC(=O)Nc2ccc(F)cc2)O[C@@H]1CO
31: CC(=O)Nc1ccc(NS(=O)(=O)c2ccccc2)cc1
32: CCCOC(=O)c1ccc(NC(=O)c2cccc(S(=O)(=O)N3CCN(C(C)=O)CC3)c2)cc1

| assay / entry | 25 | 26 | 27 | 28 | 29 | 30 | 31 | 32 |
| --- | --- | --- | --- | --- | --- | --- | --- | --- |
| EPAC1 agonist | -4% | -2% | 24% | 6% | 5% | 6% | 14% | 3% |
| EPAC1 antag | 12% | -1% | -1% | 4% | -7% | -3% | 4% | -10% |
| aSyn yeast inh | 1% | -10% | -3% | -4% | 0% | -1% | 1% | 3% |
| EPAC2 antagonist | 8% | 5% | -6% | 4% | 6% | 0% | -2% | -12% |
| FUS yeast rescue | 22% | 1% | 22% | 10% | -10% | -3% | -53% | 37% |
| EPAC2 ag | 3% | 7% | 17% | 9% | 2% | 2% | 9% | 13% |
| TDP-43 yeast inh | 0% | 12% | -6% | -6% | 9% | 14% | 28% | 23% |
| PTHR1 ag | -21% | i | -40%[inhibitor] | -9% | -14% | 0% | -16% | -45%[inhibitor] |

33: NC(=O)Nc1n[nH]c(-c2ccccc2)n1
34: COC(=O)c1ccc(-c2nc3ccc(C)cc3o2)cc1
35: COc1ccc(CC(NC(C)=O)C(=O)NC2CCN(C(=O)c3ccc([N+](=O)[O-])cc3)CC2)cc1OC (centres undefined)
36: O=C(c1cccc(S(=O)(=O)NCCOc2ccccc2)c1)N1CCN(c2ncccn2)CC1
37: COc1ccc(NC(=O)Nc2ccccc2)cc1S(=O)(=O)N1CCCCC1
38: Cc1ccc(C(=O)N2CCN(Cc3ccc4c(c3)OCO4)CC2)cc1S(=O)(=O)N1CCOCC1
39: CCOC(=O)N1CCN(C2CC(=O)N(c3ccc(Oc4ccccc4)cc3)C2=O)CC1 (centres undefined)
40: Cc1cccc(NC(=O)N2CCN(Cc3ccc4c(c3)OCO4)CC2)c1C

| assay / entry | 33 | 34 | 35 | 36 | 37 | 38 | 39 | 40 |
| --- | --- | --- | --- | --- | --- | --- | --- | --- |
| EPAC1 agonist | -15% | -3% | 6% | -6% | 2% | -4% | 1% | 6% |
| EPAC1 antag | 0% | 12% | 7% | -6% | -23% | -22% | 8% | 0% |
| aSyn yeast inh | 10% | 0% | 5% | 0% | -4% | -3% | 10% | -3% |
| EPAC2 antagonist | -3% | -5% | -3% | 17% | -4% | -7% | -2% | 1%[57.1 µM] |
| FUS yeast rescue | -26% | -19% | 14% | 34% | 22% | -14% | 22% | -16% |
| EPAC2 ag | 5% | -8% | 4% | 7% | 23% | 8% | 1% | 11% |
| TDP-43 yeast inh | 0% | 20% | 4% | -8% | 18% | 10% | -9% | -4% |
| PTHR1 ag | -21% | -7% | i | i | -3% | -6% | i | i |

41: COc1ccc(CN2C(=O)C(Cc3ccccc3)Nc3ncnc(N4CCOCC4)c32)cc1 (centres undefined)
42: Nc1nc(-c2cccs2)c(-c2cccs2)s1
43: Cc1ccc(O)c(NC(=O)C2=CC(c3ccco3)=NS(=O)(=O)N2C)c1
44: CC(=O)c1ccc2c(c1)N(Cc1ccc3ccccc3c1)C(=O)C(C)S2 (centres undefined)
45: CCOC(=O)C1CN(S(=O)(=O)c2cccs2)c2ccc(CC(=O)OC)cc2O1 (centres undefined)

| assay / entry | 41 | 42 | 43 | 44 | 45 |
| --- | --- | --- | --- | --- | --- |
| EPAC1 agonist | 5%&2% | 12% | -20% | -7% | 7% |
| EPAC1 antag | 6%&4% | -3% | -11% | -13% | ? |
| aSyn yeast inh | 2%&4% | -11% | 0% | 7% | 9% |
| EPAC2 antagonist | 11%&-7% | -17% | 0% | 9% | -1% |
| FUS yeast rescue | 27%&13% | 24% | 7%&-10% | 36% | 5% |
| EPAC2 ag | 7%&7% | 20% | 5% | 12% | 5% |
| TDP-43 yeast inh | 13%&19% | 16µM* | 0%&3% | 20% | 6% |
| PTHR1 ag | i | i | -4%&-45% | -35% | -32%[inhibitor] |
